Pol iota inh = blocks human DNA polymerase iota activity | Potency, µM (doses to about 115 µM), without a hit: at the highest dose activity, negative = inhibition, usual class: inhibitors | Q9UNA4 | hit rate 1% among 390,000 | Pol iota fluorescent replication assay, 10 min
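Pol iota at 10 nM preincubated 15 min with compounds at room temperature; reaction started with fluorescent substrate, 50 nM final. Fluorescence read kinetically at 0 and 10 min; buffer-only wells as negative control.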
JMJD2A Tudor = blocks the human JMJD2A Tudor domain | AlphaScreen JMJD2A-Tudor / H3K4me3 peptide binding | Potency, µM (series often up to 114 µM), without a hit: at the highest dose activity change, negative = inhibition, hits mostly inhibitors | hit rate 4.4% among 390,000; also: % is scaled to controls: 0 for no effect and ±100 for the full control effect; nearly all actives have a fitted effect of over 50% in size
BLM helicase inh = inhibitors of human Bloom syndrome helicase BLM. recombinant BLM DNA unwinding, fluorescence dequenching. P54132. hit rate 0.2% among 350,000. Potency, µM (titrated, usually from 56.1 µM), for the others: at the top dose activity change, negative = inhibition, actives largely listed as inhibitors;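 also: plate controls were vehicle for no effect and no enzyme for full effect; nearly all actives have a fitted effect of over 35% in size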
G9a block = G9a (human) methyltransferase inhibition | Q96KQ7 | G9a H3K9 monomethylation, AlphaScreen, 2 h | Potency, µM (titrated, usually from 102 µM), for inactives: top-dose activity, negative = inhibition, hits mostly inhibitors | hit rate 8.8% among 350,000 | AID 504332; also: % is scaled to controls: 0 for no effect and ±100 for the full control effect; nearly all actives have a fitted effect of over 75% in size
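Chemiluminescent proximity detection of H3K9 monomethylation, read after 10 min bead incubation in the dark. Reaction: 20 nM G9a, 500 nM biotin-H3K9 peptide, 20 uM SAM cofactor, 2 h, room temperature, following 15 min enzyme-compound preincubation.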
POLH inh = DNA polymerase eta (human) inhibition. Q9Y253. recombinant Pol eta, fluorescent DNA replication assay. Potency, µM (highest dose often 114 µM), for the others: at the top dose activity change, negative = inhibition, usual class: inhibitors. hit rate 1.2% among 390,000; also: % is scaled to controls: 0 for no effect and ±100 for the full control effect
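Pol eta (10 nM) was preincubated with compounds for 15 min at room temperature, after which fluorescent replication substrate (50 nM final) was added to start the reaction. Fluorescence was read kinetically at 0 and 10 min.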
APE1 inh = APE1 (human) endonuclease inhibition. hit rate 0.35% among 350,000. Potency, µM (doses to about 65.8 µM), for the others: at the top dose activity change, negative = inhibition, actives largely listed as inhibitors. recombinant APE1, TAMRA/BHQ-2 abasic DNA cleavage fluorescence. AID 2517. P27695;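 also: plate controls were vehicle for no effect and reference inhibitor for full effect; nearly all actives have a fitted effect of over 55% in size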
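Compound pre-exposure to 0.75 nM APE1, 15 min at ambient temperature. Reaction initiated with 50 nM TAMRA/BHQ-2 THF substrate, read immediately in kinetic mode, 525 nm excitation, 598 nm emission.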
BAZ2B block = inhibitors of human BAZ2B bromodomain; Q9UIF8; AlphaScreen BAZ2B-H3K14Ac peptide displacement; Potency, µM (top dose mostly 114 µM), inactives show at the top dose activity change, negative = inhibition, actives largely listed as inhibitors; hit rate 4.4% among 360,000; AID 504333; also: % is scaled to controls: 0 for no effect and ±100 for the full control effect; nearly all actives have a fitted effect of over 60% in size
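AlphaScreen displacement: compounds (up to 110uM) incubated 30 min at room temperature with a preformed 50 nM BAZ2B/50 nM biotinylated H3K14Ac peptide complex in PBS pH 7.4 with Tween-20. Donor and acceptor beads at 10 ug/mL final added, 20 min light-protected before reading.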
Pol beta inh = DNA polymerase beta (human) inhibition; P06746; Pol beta primer extension/strand displacement, fluorescence kinetic; Potency, µM (doses to about 114 µM), inactives show top-dose activity change, negative = inhibition, hits mostly inhibitors; hit rate 1.3% among 340,000; also: % is scaled to controls: 0 for no effect and ±100 for the full control effect
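Preincubation: enzyme (10 nM) with compound, 15 min, RT. Reaction: substrate added to 50 nM final. Reads: 0 and 10 min. Analysis: normalized, Hill fit.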
POLK inh = inhibitors of human DNA polymerase kappa | hit rate 0.53% among 400,000 | purified Pol kappa, fluorescent DNA synthesis assay, 10 min | Potency, µM (doses to about 107 µM), inactives show top-dose activity, negative = inhibition, actives largely listed as inhibitors; also: % is scaled to controls: 0 for no effect and ±100 for the full control effect
Target sequence (Q9UBT6 whole entry, looked up): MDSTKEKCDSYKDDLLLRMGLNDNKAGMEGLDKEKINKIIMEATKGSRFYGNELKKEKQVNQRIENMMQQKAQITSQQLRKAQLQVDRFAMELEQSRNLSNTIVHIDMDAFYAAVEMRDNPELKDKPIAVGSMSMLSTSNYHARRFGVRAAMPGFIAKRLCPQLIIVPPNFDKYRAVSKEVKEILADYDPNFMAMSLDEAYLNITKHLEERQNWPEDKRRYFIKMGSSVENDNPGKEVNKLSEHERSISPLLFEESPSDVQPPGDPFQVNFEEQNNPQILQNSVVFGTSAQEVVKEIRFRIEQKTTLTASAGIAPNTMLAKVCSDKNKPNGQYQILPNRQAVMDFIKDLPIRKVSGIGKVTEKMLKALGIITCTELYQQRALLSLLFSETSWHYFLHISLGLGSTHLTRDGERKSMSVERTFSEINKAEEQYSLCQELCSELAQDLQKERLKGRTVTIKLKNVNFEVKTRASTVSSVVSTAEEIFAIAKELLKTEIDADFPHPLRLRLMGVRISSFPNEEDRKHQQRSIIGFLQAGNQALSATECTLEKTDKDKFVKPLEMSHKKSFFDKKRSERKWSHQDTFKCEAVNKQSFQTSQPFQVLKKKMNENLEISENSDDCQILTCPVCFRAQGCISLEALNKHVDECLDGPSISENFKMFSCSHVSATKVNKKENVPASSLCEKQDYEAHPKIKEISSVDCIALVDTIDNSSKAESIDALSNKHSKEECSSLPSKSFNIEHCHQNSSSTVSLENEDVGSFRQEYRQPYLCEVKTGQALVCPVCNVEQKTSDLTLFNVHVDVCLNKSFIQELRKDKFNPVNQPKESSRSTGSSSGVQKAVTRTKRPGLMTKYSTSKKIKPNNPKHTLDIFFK
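Kinetic fluorescence screen: compound preincubated 15 min RT with 10 nM enzyme; 50 nM substrate (final) initiates; reads at 0/10 min.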
Starred values were filed as active, the others as inactive; ? = inconclusive; / = no result given; & = joins results of further samples; [ ] = remark or other dose. Calls follow the shape of the dose curve; as a rule, active = well fitted curve in the direction sought with a large enough effect; inconclusive = small, poorly fitted or top-dose-only effect, or another doubt; inactive = no such curve, though single readings can be large; an effect the other way counts as inactive or inconclusive. Potency is read from the fitted curve at half-maximal effect.

SMILES	Pol iota inh	JMJD2A Tudor	BLM helicase inh	G9a block	POLH inh	APE1 inh	BAZ2B block	Pol beta inh	POLK inh
CC(=O)c1ccccc1OCCOCCOc1ccccc1C(C)=O	184%[activator]	-4%	-2%	-44%[59 µM]	-10%	-8%	3%	1%	-19%
COc1ccc(NC(=O)CN(C)S(=O)(=O)c2ccc3c(c2)CC(C)N3C(C)=O)cc1OC (stereo not given)	47%[activator]	-9%	-1%	6%[0.501 µM]	9%	-19%	-12%	2%	12%
O=C(Cc1ccccc1)Nc1ccc2[nH]ncc2c1	-16%	-21%	1%	/	-11%	-4%	14%	2%	-21%
CCCC(=O)N(Cc1cccnc1)c1nc2c(OC)ccc(Cl)c2s1	-2%	-15%	-3%	/	3%	-5%	-10%	-15%	1%
Cc1ccc(NC(=S)NN2CCOCC2)c(C)c1	2%	-10%	0%	11%[59 µM]	2%	-2%	4%	3%	-3%
CN(C(=O)COC(=O)c1cccc(Cl)c1)C1CCS(=O)(=O)C1 (stereo not given)	10%	-8%	/	-7%[12.7 µM]	-5%	5%	-1%	/	-8%
Cc1nn(-c2ccccc2)c(OC(=O)c2cccs2)c1S(=O)(=O)c1ccccc1	?	-3%	1%	10%[12.7 µM]	?	4%	-31%	-1%	-30%
O=C(N/N=C/c1c(Cl)[nH]c2ccccc12)c1ccc2c(c1)OCCO2	39%[activator]	-34%	-20%	-17%	-15%	16%	-20%	-3%	-13%
Cc1oc2c(CN3CCOCC3)c(O)ccc2c(=O)c1-c1ccc(Br)cc1	-1%	-15%	-1%	15%[12.7 µM]	-3%	-4%	0%	1%	1%
COc1ccc2c(c1)N(C[C@H](C)CN(C)C)c1ccccc1S2	-5%	?	/	/	-3%	1%[21 µM]	/	/	-12%
CC(C)(C)c1csc(SCC(=O)Nc2ccc(Cl)cn2)n1	15%	64%[activator]	-3%	36%[59 µM]	-22%	-2%	74%[activator]	-15%	-20%
O=C(Cn1[nH]c(=O)c2ccccc2c1=O)OCC(=O)c1ccccc1Cl	29%	-7%	/	9%[0.501 µM]	10%	10%	4%	/	-12%
CCOC(=O)CN1C(=O)N[C@@H](c2ccccc2)C(C(C)=O)=C1C	11%	-12%	-3%&-8%	-26%	0%	-6%&1%	-14%	12%	-10%
Cc1ccc(C(=O)N(C)Cc2nc3ccccc3c(=O)[nH]2)cc1NC(=O)c1ccco1	15%	-1%	/	/	-1%	0%	/	/	-9%
O=C(CSc1nnnn1-c1ccc(F)cc1)Nc1ccc(N2CCOCC2)c(Cl)c1	4%	-6%	-9%	?	-5%	1%	8%	0%	-6%
COc1ccc(CCNC(=O)Cc2cc3c(cc2[N+](=O)[O-])OCO3)cc1OC	22%	-3%	/	/	?	/	/	/	-9%
N#CC1=C(N)SC(N)=C(C#N)C1c1c(Cl)cccc1Cl	?	?	-4%	11µM*	-21%	-2%	?	-5%	-13%
COCc1cccc(C2=CC(=O)C[C@H](c3ccc(F)cc3)C2)c1	27%	-16%	/	4%[0.501 µM]	-17%	43%[activator]	19%	/	5%
Cc1nc(C)c(C(=O)Nc2ncc([N+](=O)[O-])s2)o1	18µM*	?	-19%	10µM*	8.9µM*	?	?	16µM*	?
Cc1ccc(S(=O)(=O)/N=C(/Nc2ccccn2)c2ccc(Cl)cc2)cc1	?	11%	-11%	18%[59 µM]	-13%	14%	-7%	24%	-5%
COc1cccc(CNC(=O)c2ccc(-n3c(C)cc4c3CCCC4)cc2)c1	-7%	-31%	-5%	?	-10%	/	-17%	4%	-7%
COCCn1c(SCC(=O)Nc2cc(C(C)(C)C)nn2-c2ccccc2)nnc1-c1ccncc1	7%	-6%	2%	-2%	-6%	2%	1%	0%	-4%
COCCN1CCc2nc(SCC(=O)Nc3ccc(Br)cc3)[nH]c(=O)c2C1	22%	2%	-1%	-44%[59 µM]	-15%	/	0%	17%	12%
COc1ccc(C2C=C(c3ccc(F)cc3)Nc3nc(-c4ccc(Cl)cc4)nn32)cc1 (stereo not given)	8%	-34%	-8%	-13%[59 µM]	-6%	/	-1%	?	2%
CC1C(=O)NN=C1C(=O)N/N=C/c1ccco1 (stereo not given)	32%[activator]	-27%[11.4 µM]	1%	?	3%	-3%	/	35%	-5%

Among those listed so far, these have a nitro group on carbon:
SMILES	Pol iota inh	JMJD2A Tudor	BLM helicase inh	G9a block	POLH inh	APE1 inh	BAZ2B block	Pol beta inh	POLK inh
COc1ccc(CCNC(=O)Cc2cc3c(cc2[N+](=O)[O-])OCO3)cc1OC	22%	-3%	/	/	?	/	/	/	-9%
Cc1nc(C)c(C(=O)Nc2ncc([N+](=O)[O-])s2)o1	18µM*	?	-19%	10µM*	8.9µM*	?	?	16µM*	?

Back to the main list; the 3 compounds before the break are reprinted first.
SMILES	Pol iota inh	JMJD2A Tudor	BLM helicase inh	G9a block	POLH inh	APE1 inh	BAZ2B block	Pol beta inh	POLK inh
COCCN1CCc2nc(SCC(=O)Nc3ccc(Br)cc3)[nH]c(=O)c2C1	22%	2%	-1%	-44%[59 µM]	-15%	/	0%	17%	12%
COc1ccc(C2C=C(c3ccc(F)cc3)Nc3nc(-c4ccc(Cl)cc4)nn32)cc1 (stereo not given)	8%	-34%	-8%	-13%[59 µM]	-6%	/	-1%	?	2%
CC1C(=O)NN=C1C(=O)N/N=C/c1ccco1 (stereo not given)	32%[activator]	-27%[11.4 µM]	1%	?	3%	-3%	/	35%	-5%
O=C(NCc1ccc2c(c1)CCN2C(=O)c1ccncc1)c1ccccc1Br	24%	-12%	-1%	-4%[59 µM]	-7%	/	-1%	0%	-3%[60.1 µM]
CCC(Cc1ccccc1)NS(=O)(=O)c1csc(C(N)=O)c1 (stereo not given)	-5%	-22%	-3%	-4%[59 µM]	-9%	16%	-4%	-1%	-16%
CCOc1ccc(C(=O)NCC(=O)NCC(c2ccc(OC)cc2)N2CCOCC2)cc1OCC (stereo not given)	19%	-17%	/	0%	-15%	3%	3%	/	-7%
COC(=O)/C=C/CSC1=N/C(=C/c2ccc(-n3cncn3)cc2)C(=O)N1	5%	9%	3%	-4%[0.501 µM]	-10%	6%	10%	1%	6%
COC(=O)c1ccc(C2C(Oc3ccccc3C)C(=O)N2CCc2ccc(OC)c(OC)c2)cc1 (stereo not given)	0%	-15%	1%	?	-21%	-5%	-14%	0%	-7%
COc1ccc2nc(NC(=O)c3cc(C)oc3C)sc2c1	?	-24%	-10%	?	-8%	1%	-4%	40%	4%
CCOc1ccc(C(C)NC(=O)CN2C(=O)NC3(CCCCC3)C2=O)cc1OCC (stereo not given)	13%	-20%	/	-1%[59 µM]	-5%	8%	-6%	/	-1%
COc1ccc(NC(=O)Cn2c(=O)n(-c3cc(C)cc(C)c3)c(=O)c3oc4ccccc4c32)cc1OC	23%	-23%	-7%	?	3%	/	-14%	?	-17%
CCc1nnc(NC(=O)CSc2nc(-c3ccccc3)cc(-c3ccc(OC)cc3)c2C#N)s1	-3%	7%	0%	-3%[59 µM]	-15%	23%	4%	2%	-8%
Cc1c(Cl)c([N+](=O)[O-])nn1CC(=O)NC(C)c1ccccc1 (stereo not given)	-2%	-20%	-2%	-6%	7%	-14%	-3%	-2%	-4%
COCCN1CCC(CNCc2c(C(=O)N3CCCCC3)nc3c(C)cccn23)C1 (stereo not given)	23%	2%	-1%	?	-16%	5%	-6%	13%	9%
CCOC(CNC(=O)c1ccc2c(c1)ncn2-c1cccc(F)c1)OCC	12%	1%	-10%	-7%	-17%	0%	2%	30%	-1%
CC1CCCN(C(=O)CCNS(=O)(=O)c2ccc3c(c2)c(=O)n(C)c(=O)n3C)C1 (stereo not given)	4%	-6%	2%	18%	10%	1%	1%	-2%	-11%
CC(CC(=O)O)CC(=O)Nc1nncs1 (stereo not given)	29%	4%	2%	12%[12.7 µM]	-13%	-2%	0%	6%	8%
CCN(c1ccccc1)S(=O)(=O)c1ccc(C(=O)Nc2nnc(C3CC3)o2)cc1	66%[activator]	-17%	-2%	-25%	?	-1%	79µM*	0%	-14%
Cc1cc(NC(=O)c2cncc(Br)c2)ccc1NC(=O)c1cc2ccccc2o1	?	?	-19%	?	50µM*	0%	?	?	-12%
CC(C)n1c(-c2cccnc2)nc2cnccc21	23%	-3%	0%	18%[59 µM]	-5%	-4%	-1%	2%	2%
Clc1ccc(-c2nnc(-c3ccccc3)o2)c(Cl)c1	3%	-9%	-4%	33%[59 µM]	-10%	19%	33%	9%	-5%
CCOC(=O)c1c(C)[nH]c(C)c1S(=O)(=O)N1CCCC(C(=O)Nc2ccc(OC)c(OC)c2)C1 (stereo not given)	?	-18%	1%	-21%[59 µM]	3%	/	1%	-2%	-16%[60.1 µM]
Cc1cc(C)c(C(=O)CC(=O)c2ccccc2Cl)c(O)c1	26%	-28%	-1%	-1%	-9%	22%	-31%	-6%	-3%
COC(=O)Nc1sccc1C(=O)Nc1sccc1C(=O)OC	9%	-3%	-5%	-34%[12.7 µM]	-6%	-2%	-3%	-9%	-21%
COCCn1c(SCC(=O)c2c(N)n(C)c(=O)n(C)c2=O)nc2ccccc21	48%[activator]	-6%	1%	-1%	?	-7%	-6%	-1%	1%
O=C(OCC(=O)N1CCC(Cc2ccccc2)CC1)c1cncc(Br)c1	16%	-11%	/	/	-14%	20%	/	/	6%
O=C(NCCN1CCN(C(=O)c2cccc(OC(F)F)c2)CC1)c1cccc(OC(F)F)c1	11%	-3%	/	/	-5%	19%	/	/	-3%
COc1cccc(S(=O)(=O)N2CCN(Cc3ccc4c(c3)OCO4)CC2)c1	18%&-9%	-22%&-22%	-10%&-8%	-7%	-19%	5%	-38%&-11%	?	-15%&-9%
COc1cc(NC2c3ncccc3C(=O)N2Cc2ccco2)cc(OC)c1OC (stereo not given)	?	-20%	-16%	35µM*	3%	7%	-8%	19%	-5%
C#CCOCCOCCOCCNc1nc(N2CCN(C(=O)[C@H](CCCCN)n3cc([C@@H](N)C(C)CC)nn3)CC2)nc(N2CCN(C(=O)[C@H](Cc3ccc(O)cc3)n3cc([C@@H](N)C(C)CC)nn3)CC2)n1 (stereo not given in full)	?	45µM*	54%[activator]	?	-7%	25%	45µM*	14%	-16%
CCN1C(=NCCc2ccccn2)N[C@@H](c2cccc(C(F)(F)F)c2)C(C(=O)OC)=C1C	5%&-4%	-14%	2%	/	-6%	-3%&2%	-12%	39%	-12%&-3%
COCCCn1c(=N)c(C(=O)NCc2ccco2)cc2c(=O)n3ccccc3nc21	79µM*	-32%	-4%	-48%[59 µM]	-5%	/	-16%	-19%	-15%

Some of the compounds tested; rates above refer to the full screens.
